KDM4E inh: inhibitors of human JMJD2E histone demethylase. Potency, µM (titrated, usually from 57.1 µM), for the others: top-dose activity change, negative = inhibition, actives largely listed as inhibitors. 1.6% of 230,000 active. JMJD2E catalytic domain, FDH-coupled NADH fluorescence (FDH is formaldehyde dehydrogenase). AID 2147; active = well fitted inhibition curve with a large enough effect, not every such curve was filed as active; inconclusive = small, poorly fitted or top-dose-only effect, or another doubt; inactive = no such curve, though single readings can be large or run the other way;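 also: 0% = wells with enzyme and -100% = buffer wells without enzyme; nearly all actives have a fitted effect of over 50% in size; many of its hits are not listed in these tables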
Target sequence (B2RXH2 1-337 limits assumed): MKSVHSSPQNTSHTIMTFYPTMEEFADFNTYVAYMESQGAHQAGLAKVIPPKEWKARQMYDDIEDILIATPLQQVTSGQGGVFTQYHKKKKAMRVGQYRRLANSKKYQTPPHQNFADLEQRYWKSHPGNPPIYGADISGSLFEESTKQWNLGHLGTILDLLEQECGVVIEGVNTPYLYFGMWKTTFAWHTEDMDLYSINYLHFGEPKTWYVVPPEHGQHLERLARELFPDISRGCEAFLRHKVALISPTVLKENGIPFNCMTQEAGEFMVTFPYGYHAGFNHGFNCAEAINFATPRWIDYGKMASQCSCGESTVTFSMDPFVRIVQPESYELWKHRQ
Tau fibril ThT: tau fibrillization inhibition (ThT binding); P10636; 2.1% of 270,000 active; recombinant tau K18 P301L (four-repeat tau fragment), heparin-induced fibrillization, ThT fluorescence; Potency, µM (doses to about 57.4 µM), for the others: at the top dose activity, negative = inhibition, hits mostly inhibitors; also: nearly all actives have a fitted effect of over 55% in size
Target sequence (P10636 561-689 P618L limits assumed): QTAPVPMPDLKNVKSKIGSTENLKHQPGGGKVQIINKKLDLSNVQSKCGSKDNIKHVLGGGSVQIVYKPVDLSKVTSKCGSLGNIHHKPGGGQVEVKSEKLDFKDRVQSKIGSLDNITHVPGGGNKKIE
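K18 P301L tau (15 uM + 0.24 uM Alexa 594-tagged), heparin 20 uM, NaOAc pH 7, 6 h 37 C; ThT 30 uM, 1 h RT, ex 450/em 510 nm.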
RECQ1 helicase: RECQ1 (human) helicase inhibition. P46063. RECQ1 DNA unwinding, red fluorescence kinetic read. Potency, µM (titrated, usually from 57.3 µM), inactives show at the top dose activity, negative = inhibition, hits mostly inhibitors. 0.54% of 240,000 active. AID 2549;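 also: plate controls were vehicle for no effect and no enzyme for full effect; nearly all actives have a fitted effect of over 30% in size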
Target sequence (P46063 whole entry, looked up): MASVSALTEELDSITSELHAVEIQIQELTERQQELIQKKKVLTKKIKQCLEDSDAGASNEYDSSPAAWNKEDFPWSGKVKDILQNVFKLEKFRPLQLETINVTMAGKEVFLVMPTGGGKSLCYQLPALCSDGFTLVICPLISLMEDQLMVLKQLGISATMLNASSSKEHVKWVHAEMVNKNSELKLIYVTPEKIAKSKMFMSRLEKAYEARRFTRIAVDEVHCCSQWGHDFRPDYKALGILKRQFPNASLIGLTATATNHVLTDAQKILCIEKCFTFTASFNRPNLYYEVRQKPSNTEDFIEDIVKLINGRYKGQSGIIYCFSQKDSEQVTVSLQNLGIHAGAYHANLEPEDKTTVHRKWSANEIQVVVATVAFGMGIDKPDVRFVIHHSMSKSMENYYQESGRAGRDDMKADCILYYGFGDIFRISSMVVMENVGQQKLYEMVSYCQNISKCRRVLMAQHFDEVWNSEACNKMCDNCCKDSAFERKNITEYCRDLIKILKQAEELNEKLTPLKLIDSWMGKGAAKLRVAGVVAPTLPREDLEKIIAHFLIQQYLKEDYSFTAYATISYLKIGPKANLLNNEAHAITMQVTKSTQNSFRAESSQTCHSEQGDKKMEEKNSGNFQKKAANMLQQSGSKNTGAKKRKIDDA
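50 nM RECQ1T1 preincubated 15 min with compound in Tris pH 8.0 buffer with MgCl2, DTT, Tween-20 and 2.5 ug/ml poly(dI-dC); started with 200 nM TAMRA/BHQ-2 forked duplex and 2 mM ATP. Unwinding read as fluorescence (525/598 nm), two reads 2 h apart.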
Starred values were filed as active, the others as inactive; & = joins results of further samples; [ ] = another dose, or the depositor's remark. Unless noted, calls follow the shape of the dose curve; as a rule, active = well fitted inhibition curve with a large enough effect; inconclusive = small, poorly fitted or top-dose-only effect; inactive = flat fitted curve, though single readings scatter. Unless noted, % is scaled to controls: 0 for no effect and ±100 for the full control effect; potency is read from the fitted curve at half-maximal effect. Not all compounds are listed (hit frequency here may not be typical).

For COc1ccc(C(CC(=O)N2CCCC(C)C2)c2c(OC)cc(OC)c3ccc(=O)oc23)cc1 (stereo not drawn) the results were KDM4E inh inconclusive, Tau fibril ThT -10.6% and RECQ1 helicase inactive.
For CC/C=C/C(=O)N1CC2(CC(c3cccc(NC(=O)CCCCC)c3)=NO2)C[C@H]1C(N)=O (stereo partly drawn) the results were KDM4E inh inconclusive, Tau fibril ThT 4.0% and RECQ1 helicase inactive.
`CN(C(=O)Cn1nnc(-c2cccnc2)n1)C1CCCCC1` gave KDM4E inh -1.7%, Tau fibril ThT -11.0% and RECQ1 helicase -11.5%.
CC1OC(O[C@H]2CC[C@]3(C)C4C=C[C@]56OC[C@@]7(CC[C@@H](C)[C@H](C)C75)[C@H](O)C[C@@]6(C)[C@]4(C)CC[C@H]3C2(C)C)C(OC2OC(CO)C(O)C(O)C2OC2OCC(O)C(O)C2O)C(O)C1O (stereo partly drawn) was read as KDM4E inh -4.0%, Tau fibril ThT -13.3% and RECQ1 helicase inactive.
For O=C(Nc1ccc2[nH]ccc2c1)c1cccs1 the results were KDM4E inh -10.0%, Tau fibril ThT inconclusive and RECQ1 helicase inactive.
Screening O=C(NC(=S)Nn1cnnc1)c1ccccc1Br returned KDM4E inh inconclusive, Tau fibril ThT -8.7% and RECQ1 helicase inactive.
`CCOc1cc(/C=N/NC(=O)C(=O)NCC2CCCO2)ccc1OCC(=O)N1CCOCC1` (stereo not drawn) gave KDM4E inh -6.1%, Tau fibril ThT -8.5% and RECQ1 helicase inactive.
`COc1ccc(C2/C=C\CN(Cc3ccc(N(C)C)cc3)CC(=O)N2Cc2ccc(F)cc2)cc1` (stereo not drawn) gave KDM4E inh 3.7%, Tau fibril ThT inconclusive and RECQ1 helicase inactive.
`COc1ccc(/C=C2\SC(=S)N(N3CCOCC3)C2=O)c(OC)c1` gave KDM4E inh -2.4%, Tau fibril ThT inconclusive and RECQ1 helicase inactive.
For O=C(Nc1ccccc1[N+](=O)[O-])c1cc2ccccc2nc1Cl the results were KDM4E inh 3.1%, Tau fibril ThT 1.5% and RECQ1 helicase inactive.
O=C(O)c1ccc(OCc2cn3ccccc3n2)cc1 was read as KDM4E inh inconclusive, Tau fibril ThT -4.9% and RECQ1 helicase inactive.
For COc1ccc(NC(=O)c2nc(C)c(C3(C)CC(c4ccccc4)=NO3)s2)cc1 (stereo not drawn) the results were KDM4E inh inconclusive, Tau fibril ThT -2.2% and RECQ1 helicase -13.2%.
`CCCCNC(=O)NS(=O)(=O)c1ccc(NC(=O)C(NC(N)=O)C(C)CC)cc1` (stereo not drawn) gave KDM4E inh 2.6%, Tau fibril ThT 1.0% and RECQ1 helicase 11.0%.
O=C1/C(=C/c2ccc(O)c(O)c2)Oc2cc(O)ccc21 was read as KDM4E inh 15.8µM*, Tau fibril ThT 14.1µM* and RECQ1 helicase inconclusive.
`COc1ccc(/C=C/C(=O)Nc2ccccc2C)cc1S(=O)(=O)N1CCOCC1` gave KDM4E inh -10.9%, Tau fibril ThT -2.7% and RECQ1 helicase inactive.
For CN(CCO)CCC(=O)NC1(C)CS(=O)(=O)CC1S(=O)(=O)O (stereo not drawn) the results were KDM4E inh 3.3%, Tau fibril ThT -2.4% and RECQ1 helicase 17.2%.
Screening CCCNC(=O)c1ccc2c(=O)c(O)c(-c3ccsc3)[nH]c2c1 returned KDM4E inh inconclusive, Tau fibril ThT inconclusive and RECQ1 helicase inactive.
Screening Cc1ccccc1COCCN1CCN(S(=O)(=O)c2ccccc2)CCC1=O returned KDM4E inh -0.9%, Tau fibril ThT 10.5% and RECQ1 helicase 7.1%.
`C=CCc1ccccc1OCC(=O)O` gave KDM4E inh 1.7%, Tau fibril ThT 7.8% and RECQ1 helicase inactive.
For C/C(=N\NC(=O)c1cccc(S(=O)(=O)N2CCOCC2)c1)c1ccco1 the results were KDM4E inh -2.1%, Tau fibril ThT 2.3% and RECQ1 helicase inactive.
`CC(C)c1ccc(Nc2nc(Cl)nc(NCc3ccco3)n2)cc1` gave KDM4E inh -6.3%, Tau fibril ThT 8.1% and RECQ1 helicase 5.8%.
`Cc1ccc(-c2ccc([C@H]3[C@H]4C=CC[C@@H](C)[C@@H]4C(=O)N3Cc3ccccc3)c(F)c2)cc1` gave KDM4E inh inconclusive, Tau fibril ThT inconclusive and RECQ1 helicase inactive.
Screening CC(C)(C)CN1C(N)=NC[C@H]1Cc1ccc(O)cc1 returned KDM4E inh 8.5%, Tau fibril ThT 6.7% and RECQ1 helicase inactive.
For Cc1nnc(SCCn2c(N3CCC(Cc4ccccc4)CC3)nc3c2c(=O)[nH]c(=O)n3C)s1 the results were KDM4E inh -11.3%, Tau fibril ThT inconclusive and RECQ1 helicase -3.9%.
Screening CCOc1ccc(/C(O)=C2/C(=O)C(=O)N(CCN(CC)CC)C2c2cccs2)cc1 (stereo not drawn) returned KDM4E inh -19.2%, Tau fibril ThT -17.9% and RECQ1 helicase 7.7%.
COc1cc(OC)c2c(-c3ccccc3)cc(=O)oc2c1C(CC(=O)N1CCOCC1)c1ccc2c(c1)OCO2 (stereo not drawn) was read as KDM4E inh 7.9%, Tau fibril ThT -5.4% and RECQ1 helicase inconclusive.
`COCCn1c(SCC(=O)N2CCN(c3ccccc3)CC2)nc2c(c1=O)SC(C)C2` (stereo not drawn) gave KDM4E inh -3.2%, Tau fibril ThT -4.9% and RECQ1 helicase -1.5%.
`Cn1nnnc1SCC(=O)NC(=O)c1cccc([N+](=O)[O-])c1` gave KDM4E inh -3.5%, Tau fibril ThT 3.9% and RECQ1 helicase 6.3%.
Screening CC1(C)CC(=O)C(N=Nc2cccnc2)=C(O)C1 returned KDM4E inh -11.0%, Tau fibril ThT -5.2% and RECQ1 helicase inactive.
For Cc1cc(C)c(S(=O)(=O)Nc2ccc(N3CCOCC3)cc2)c(C)c1 the results were KDM4E inh 3.9%, Tau fibril ThT -18.0% and RECQ1 helicase inactive.

Sorted by heavy-atom count (low to high): part of the list above.
Screening CC(C)(C)CN1C(N)=NC[C@H]1Cc1ccc(O)cc1 returned KDM4E inh 8.5%, Tau fibril ThT 6.7% and RECQ1 helicase inactive.
`CC(C)c1ccc(Nc2nc(Cl)nc(NCc3ccco3)n2)cc1` gave KDM4E inh -6.3%, Tau fibril ThT 8.1% and RECQ1 helicase 5.8%.
For Cc1cc(C)c(S(=O)(=O)Nc2ccc(N3CCOCC3)cc2)c(C)c1 the results were KDM4E inh 3.9%, Tau fibril ThT -18.0% and RECQ1 helicase inactive.
For Cc1nnc(SCCn2c(N3CCC(Cc4ccccc4)CC3)nc3c2c(=O)[nH]c(=O)n3C)s1 the results were KDM4E inh -11.3%, Tau fibril ThT inconclusive and RECQ1 helicase -3.9%.
COc1cc(OC)c2c(-c3ccccc3)cc(=O)oc2c1C(CC(=O)N1CCOCC1)c1ccc2c(c1)OCO2 (stereo not drawn) was read as KDM4E inh 7.9%, Tau fibril ThT -5.4% and RECQ1 helicase inconclusive.

Additional results
Screening COc1ccc(OC)c(C2=NOC(C(=O)Nc3c(C)n(C)n(-c4ccccc4)c3=O)C2)c1 (stereo not drawn) returned KDM4E inh inconclusive, Tau fibril ThT -6.2% and RECQ1 helicase inactive.
O=C1CCN(CCc2ccccc2)CCN1CCSc1ccc(Br)cc1 was read as KDM4E inh 2.2%, Tau fibril ThT inconclusive and RECQ1 helicase -8.7%&-6.4%.
CCCn1c(CCC(=O)O)nc2cc(S(=O)(=O)N3CCCC3)ccc21 was read as KDM4E inh -2.0%, Tau fibril ThT -7.5% and RECQ1 helicase -5.1%.
Screening COc1ccccc1CNc1ncnc2c1cnn2-c1ccccc1 returned KDM4E inh inconclusive, Tau fibril ThT 0.0% and RECQ1 helicase inactive.
CCC(=O)Nc1cccc(C2=NOC3(C2)C[C@@H](C(N)=O)N(C(=O)CC)C3)c1 (stereo partly drawn) was read as KDM4E inh -10.2%, Tau fibril ThT 5.2% and RECQ1 helicase -5.4%.
`N#CC1=C(N)Nc2ncnn2C1c1ccc([N+](=O)[O-])cc1` (stereo not drawn) gave KDM4E inh inconclusive, Tau fibril ThT -8.8% and RECQ1 helicase inactive.
Screening Cn1c(=O)[nH]c(=O)c2c1nc(NC1CCCCC1)n2CCO returned KDM4E inh inconclusive, Tau fibril ThT -8.1% and RECQ1 helicase -1.4%.
For CCCc1n[nH]c(=S)n1Cc1ccco1 the results were KDM4E inh -3.9%, Tau fibril ThT -9.7% and RECQ1 helicase -19.1%.
COc1ccc(/C=C/c2nnc(NC(=O)CSc3ccc(C)cc3)s2)cc1 was read as KDM4E inh inconclusive, Tau fibril ThT -14.6% and RECQ1 helicase -18.6%.
`CCOc1ccccc1NC(=O)COC(=O)c1cc[n+]([O-])cc1` gave KDM4E inh -10.9%, Tau fibril ThT -3.3% and RECQ1 helicase inactive.
CC(=O)n1cc([C@@H]2C=C(C(=O)NCc3ccccc3)O[C@H](OCc3ccc(CO)cc3)C2)c2ccccc21 was read as KDM4E inh 10µM*, Tau fibril ThT inconclusive and RECQ1 helicase -12.2%.
For C/C(=N\OCc1ccc(C#N)cc1)c1cc2ccccc2o1 the results were KDM4E inh -0.6%, Tau fibril ThT inconclusive and RECQ1 helicase inactive.
Screening CCN(CC)CCC(c1ccc(N(C)C)cc1)c1c(O)cc(OC)cc1OC (stereo not drawn) returned KDM4E inh -11.8%, Tau fibril ThT -9.8% and RECQ1 helicase 3.1%&-6.6%.
For O=C(Nc1ccc(O)c2c(=O)cc(-c3ccccc3Cl)oc12)c1ccc(Cl)c(Cl)c1 the results were KDM4E inh -5.4%, Tau fibril ThT -9.5% and RECQ1 helicase -8.5%&0.0%.
`Cc1ccc(SC[C@H](c2ccccc2)N2CCN(CC(C)C)CCC2=O)cc1` gave KDM4E inh -0.1%, Tau fibril ThT -16.6% and RECQ1 helicase -9.7%.
Screening O=C1/C(=C/c2coc3ccc(O)cc3c2=O)SC(=S)N1c1ccccc1 returned KDM4E inh -3.0%, Tau fibril ThT -11.3% and RECQ1 helicase -10.8%.
For COc1ccc(-n2c(SCC(=O)N3CCOCC3)nnc2C(C)N2CCCCC2)cc1 (stereo not drawn) the results were KDM4E inh -0.2%, Tau fibril ThT -9.2% and RECQ1 helicase inactive.
O=c1[nH]c(=S)[nH]cc1Oc1ccc(Cl)cc1Cl was read as KDM4E inh 4.6%, Tau fibril ThT -0.8% and RECQ1 helicase -5.9%.
COc1ccc(C2/C=C\CN(Cc3ccco3)CC(=O)N2Cc2ccc(F)cc2)cc1 (stereo not drawn) was read as KDM4E inh 5.3%, Tau fibril ThT 16.0% and RECQ1 helicase inactive.
`CC1C/C(=N\NC(=O)c2ccc([N+](=O)[O-])cc2)CC(C)(C)C1` (stereo not drawn) gave KDM4E inh 56.6%[activator], Tau fibril ThT inconclusive and RECQ1 helicase -5.4%.
Screening CCCCCC(=O)Nc1cccc(C2=NOC3(C2)C[C@@H](C(N)=O)N(C(=O)c2cc([N+](=O)[O-])cc([N+](=O)[O-])c2)C3)c1 (stereo partly drawn) returned KDM4E inh -5.4%, Tau fibril ThT 3.2% and RECQ1 helicase inactive.
Screening CC(OC(=O)Nc1cccc(Cl)c1)C(=O)O (stereo not drawn) returned KDM4E inh 3.2%, Tau fibril ThT -0.8% and RECQ1 helicase 4.4%.
Cc1cc(C)c(N)c(C(=O)O)c1 was read as KDM4E inh inconclusive, Tau fibril ThT -0.7% and RECQ1 helicase 2.7%.
`O=C(CSc1nnnn1Cc1ccccc1)c1ccc(F)cc1` gave KDM4E inh -6.4%, Tau fibril ThT -11.3% and RECQ1 helicase -6.5%.
For COc1cc(/C=C2\Oc3cc(O)ccc3C2=O)ccc1O the results were KDM4E inh inconclusive, Tau fibril ThT inconclusive and RECQ1 helicase inconclusive.
For COC(C[C@@H](O)C[C@H](O)COCc1ccccc1)OC the results were KDM4E inh -7.8%, Tau fibril ThT 9.5% and RECQ1 helicase inactive.
For CCC(=O)Nc1cccc(C2=NOC3(C2)C[C@@H](C(N)=O)N(C(=O)C2(C)CC2)C3)c1 (stereo partly drawn) the results were KDM4E inh -22.3%, Tau fibril ThT -2.1% and RECQ1 helicase inactive.
CC(O)[C@H]1CNC(=O)C(=O)N1CCC12CC3CC(CC(C3)C1)C2 (stereo partly drawn) was read as KDM4E inh -10.0%, Tau fibril ThT -9.8% and RECQ1 helicase 10.0%.
COc1cc(C2CC(=O)Oc3c(C(CCN4CCCC(C)C4)c4ccc(N(C)C)cc4)c(OC)cc(OC)c32)cc(OC)c1OC (stereo not drawn) was read as KDM4E inh -0.9%, Tau fibril ThT inconclusive and RECQ1 helicase -8.5%.
`O=C(Nc1nnc(Cc2ccc([N+](=O)[O-])cc2)s1)c1ccc2c(c1)OCO2` gave KDM4E inh 9.5%, Tau fibril ThT inconclusive and RECQ1 helicase inactive.
For Nc1cc(C(=O)N/N=C/c2cccc([N+](=O)[O-])c2)n[nH]c1=O the results were KDM4E inh 0.2%, Tau fibril ThT inconclusive and RECQ1 helicase inactive.

From PubChem
